Dengue-2 NS5 capping = Dengue-2 NS5 methyltransferase inhibitors, primary screen, biochemical, confirmation dose response (AID 588689) | hit rate 0.3% among 340,000 | inhibition, % at 25 µM, or IC50 in µM where a hit was titrated | Dengue-2 NS5 methyltransferase capping enzyme assay, biochemical; higher % means a stronger effect; in the data active means a potency from the dose series
LYP phosphatase = inhibitors of LYP phosphatase, biochemical, fluorescence intensity, uHTS (AID 1779); recombinant LYP phosphatase, fluorescence intensity; higher % means a stronger effect; one-dose inhibition, % at 11.5 µM; IC50 in µM for titrated hits; hit rate 0.054% among 290,000; in the data active means inhibition above about 50%;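 further: plate controls were vehicle with enzyme for no effect and no enzyme for full effect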
RSV antiviral HEp-2 = RSV antiviral activity via CPE protection, HEp-2 cells, primary 10 µM value included (AID 2391); HEp-2 cells, RSV-induced CPE inhibition; higher % means a stronger effect; CPE inhibition, % at 10 µM, or IC50 in µM where a hit was titrated; hit rate 0.13% among 310,000; in the data active means a potency from the dose series; further: strong numbers were not always called active
PhoP inhibition = inhibitors of PhoP regulon expression, primary screen, Salmonella Typhimurium, GFP reporter (AID 1863) | S. Typhimurium PhoP-regulated promoter GFP reporter, 4 h; higher % means a stronger effect | inhibition, % at 50 µM, or IC50 in µM where a hit was titrated | hit rate 0.16% among 300,000;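 active means inhibition over 29.93%, a cutoff 3 SD above the screen mean, later confirmed by dose response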;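 further: 0% = low Mg2+ inducing control and 100% = high Mg2+ repressing control; strong numbers were not always called active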
GPR35 arrestin U2OS = GPR35 antagonists blocking zaprinast-driven arrestin recruitment, primary screen, imaging, U2OS, beta-arrestin-GFP, zaprinast agonist (AID 2058) | U2OS GPR35 beta-arrestin-GFP translocation imaging, zaprinast antagonism; higher % means a stronger effect | hit rate 0.052% among 290,000 | one-dose inhibition, % at 10 µM; IC50 in µM for titrated hits;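 active means inhibition of at least 50% with at least 30 cells and total cytoplasm GFP at most 10,000,000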
West Nile antiviral = inhibition of WNV-induced cytopathic effect – cell-based, CPE readout (AID 1621); West Nile virus-infected cells, CPE inhibition; higher % means a stronger effect; CPE inhibition, % at 10 µM, or IC50 in µM where a hit was titrated; hit rate 0.02% among 290,000; in the data active means a potency from the dose series; further: strong numbers were not always called active
Rac1 GTP hydrolysis = MgcRacGAP GTPase-activating activity inhibitors, confirmation, biochemical, ADP Hunter fluorescence; hit rate 0.6% among 340,000; inhibition, % at 30 µM; hits with a dose series show IC50 in µM; MgcRacGAP-stimulated Rac1 GTP hydrolysis, ADP Hunter fluorescence; higher % means a stronger effect; GST-tagged Rac1 F28L mutant substrate;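 active means first-screen hits whose inhibition reached a set limit at any dose in the follow-up dose series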;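 further: fluorescence reports GDP produced by GAP-driven GTP hydrolysis; strong numbers were not always called active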
ER stress rescue = rescue of cells from ER stress-induced death, primary screen, 384-well, CSM14.1, thapsigargin, ATP luminescence (AID 1222) | 190,000 tested, under 10 active | one-dose cellular ATP content (survival), % at 20 µM; EC50 in µM for titrated hits | CSM14.1 thapsigargin-induced death rescue, ATP luminescence; higher % means a stronger effect;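 active means EC50 below 50 µM in the dose-response confirmation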;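 further: death triggered by thapsigargin at about 15 µM added after 2 h compound pretreatment; cell ATP read after overnight thapsigargin exposure of roughly 18 to 22 hours; normalized against plate controls of thapsigargin alone and 5% DMSO vehicle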
Large T inhibition = TAg ATPase/helicase activity blockers – biochemical (AID 1903). hit rate 0.39% among 310,000. one-dose inhibition, % at 20 µM; IC50 in µM for titrated hits. SV40 large T antigen ATPase/helicase inhibition assay; higher % means a stronger effect; in the data active means a potency from the dose series; further: strong numbers were not always called active
* = called active by the depositor.

`c1ccc2c(c1)CN1CCCC1=N2` gave Dengue-2 NS5 capping -5%, LYP phosphatase -2%, RSV antiviral HEp-2 0.3%, PhoP inhibition 3%, GPR35 arrestin U2OS -9%, West Nile antiviral 0.5%, Rac1 GTP hydrolysis 13% and Large T inhibition 21%.
Cc1ccc(C(=O)O)cc1NS(=O)(=O)c1ccc2ccccc2c1 was read as Dengue-2 NS5 capping 4%, LYP phosphatase 0%, RSV antiviral HEp-2 3.8%, PhoP inhibition -6%, GPR35 arrestin U2OS 10%, West Nile antiviral 1.9%, Rac1 GTP hydrolysis 5% and Large T inhibition 14%.
Screening O=[N+]([O-])c1cc([N+](=O)[O-])c(Oc2ccc(F)cc2)cc1NN1CCCCC1 returned Dengue-2 NS5 capping 9%, LYP phosphatase -7%, RSV antiviral HEp-2 -1.1%, PhoP inhibition -4%, GPR35 arrestin U2OS 13%, West Nile antiviral -0.3%, Rac1 GTP hydrolysis 2% and Large T inhibition 23%.
For COC(=O)CSc1ccc(S(=O)(=O)N2CCOCC2)cc1[N+](=O)[O-] the results were Dengue-2 NS5 capping -1%, LYP phosphatase -6%, RSV antiviral HEp-2 1.7%, PhoP inhibition -14%, GPR35 arrestin U2OS -6%, West Nile antiviral 0.0%, Rac1 GTP hydrolysis 7%, ER stress rescue 0.1% and Large T inhibition 5%.
For Cc1ccc(C)c(C(=O)COc2ncnc3ccccc23)c1 the results were Dengue-2 NS5 capping -2%, LYP phosphatase 0%, RSV antiviral HEp-2 1.8%, PhoP inhibition 8%, GPR35 arrestin U2OS -7%, West Nile antiviral -1.3%, Rac1 GTP hydrolysis 10%, ER stress rescue 0.8% and Large T inhibition 4%.
Screening CC(=O)OC1COC(n2c(O)c(N=NC(N)=S)c3ccccc32)C(OC(C)=O)C1OC(C)=O (centres undefined) returned Dengue-2 NS5 capping -10%, LYP phosphatase -5%, RSV antiviral HEp-2 0.0%, PhoP inhibition -3%, GPR35 arrestin U2OS 3%, West Nile antiviral 0.1%, Rac1 GTP hydrolysis 6% and Large T inhibition 11%.
For O=C(NC(=S)Nc1cccc(-c2ccc(CO)o2)c1)c1cccs1 the results were Dengue-2 NS5 capping -13%, LYP phosphatase 4%, RSV antiviral HEp-2 5.0%, PhoP inhibition -2%, GPR35 arrestin U2OS -6%, West Nile antiviral 0.4%, Rac1 GTP hydrolysis 11%, ER stress rescue 0.5% and Large T inhibition 8%.
For COc1cccc(-c2nc(N3CCC(C)CC3)c3ccccc3n2)c1O the results were Dengue-2 NS5 capping 6%, LYP phosphatase -5%, RSV antiviral HEp-2 2.5%, PhoP inhibition -6%, GPR35 arrestin U2OS -6%, West Nile antiviral -0.4%, Rac1 GTP hydrolysis 4%, ER stress rescue -0.7% and Large T inhibition -1%.
COc1cc(C)ccc1OCc1cc(C(=O)N2CCN(C)C[C@@H]2c2ccccc2)no1 was read as Dengue-2 NS5 capping -10%, LYP phosphatase -5%, PhoP inhibition 9%, GPR35 arrestin U2OS 20%, West Nile antiviral -0.4%, Rac1 GTP hydrolysis -7% and Large T inhibition 15%.
`COCCN(Cc1ccccc1)C(=O)c1cccc(S(=O)(=O)N2CCN(c3ccc(F)cc3)CC2)c1` gave Dengue-2 NS5 capping -2%, RSV antiviral HEp-2 16%, PhoP inhibition 6%, Rac1 GTP hydrolysis 14% and Large T inhibition 7%.
Screening Cc1cccc(C(=O)NCCNC(=O)c2ccco2)c1 returned Dengue-2 NS5 capping 2%, LYP phosphatase -9%, RSV antiviral HEp-2 0.7%, PhoP inhibition 2%, GPR35 arrestin U2OS -2%, West Nile antiviral 0.5%, Rac1 GTP hydrolysis -1% and Large T inhibition 8%.
Screening COc1ccc(C(=O)N2CCCC(Nc3ccc(C)c(C)c3)C2)c(OC)n1 (centres undefined) returned Dengue-2 NS5 capping -5%, LYP phosphatase -8%, RSV antiviral HEp-2 2.9%, PhoP inhibition -2%, GPR35 arrestin U2OS -5%, West Nile antiviral -1.2%, Rac1 GTP hydrolysis 14% and Large T inhibition 30%.
`COc1ccc(CNS(=O)(=O)c2ccc(C)cc2)cc1` gave Dengue-2 NS5 capping -2%, RSV antiviral HEp-2 -0.2%, PhoP inhibition -10%, West Nile antiviral -0.9%, Rac1 GTP hydrolysis 9% and Large T inhibition 8%.
`COC(=O)c1ccc(C(c2c(C)n(C)n(-c3ccccc3)c2=O)c2c(C)n(C)n(-c3ccccc3)c2=O)cc1` gave Dengue-2 NS5 capping -2%, LYP phosphatase -12%, RSV antiviral HEp-2 0.3%, PhoP inhibition 0%, GPR35 arrestin U2OS -11%, West Nile antiviral -0.5%, Rac1 GTP hydrolysis 16% and Large T inhibition 5%.
Screening Cc1ccc(SC[C@H](Cc2ccccc2)N2CC[C@@H](NC(=O)OCc3ccccc3)CCC2=O)cc1 returned LYP phosphatase -6%, RSV antiviral HEp-2 2.5%, PhoP inhibition 7%, GPR35 arrestin U2OS -7%, West Nile antiviral -1.2% and Large T inhibition 0%.
`CCOc1ccc(C(=O)C(CCC(CN(C)C)C(=O)c2ccc(OCC)cc2)CN(C)C)cc1` (centres undefined) gave Dengue-2 NS5 capping -55%, LYP phosphatase -3%, PhoP inhibition 17%, GPR35 arrestin U2OS 23%, West Nile antiviral -1.9%, Rac1 GTP hydrolysis -13%, ER stress rescue -0.3% and Large T inhibition 3%.
Screening c1ccc(-c2cnc(-c3cccnc3)o2)cc1 returned Dengue-2 NS5 capping -11%, LYP phosphatase -14%, RSV antiviral HEp-2 15%, PhoP inhibition 1%, GPR35 arrestin U2OS -7%, West Nile antiviral 0.5%, Rac1 GTP hydrolysis 9%, ER stress rescue -2.4% and Large T inhibition 10%.
OCCCCNCc1cc(Br)ccc1OCc1ccccc1 was read as Dengue-2 NS5 capping -4%, LYP phosphatase -10%, RSV antiviral HEp-2 -0.6%, PhoP inhibition 5%, GPR35 arrestin U2OS 1%, West Nile antiviral -0.6%, Rac1 GTP hydrolysis 6%, ER stress rescue -1.6% and Large T inhibition 9%.
Screening O=C(CCn1nnc2ccccc21)OCC(=O)c1ccc(F)cc1 returned Dengue-2 NS5 capping -10%, LYP phosphatase -10%, RSV antiviral HEp-2 1.5%, PhoP inhibition 2%, GPR35 arrestin U2OS -2%, West Nile antiviral -0.2%, Rac1 GTP hydrolysis 9% and Large T inhibition 3%.
COc1ccccc1-n1c(SCC(=O)N2CCOCC2)nc(O)cc1=O was read as Dengue-2 NS5 capping -5%, LYP phosphatase -6%, RSV antiviral HEp-2 0.3%, PhoP inhibition 3%, GPR35 arrestin U2OS 1%, West Nile antiviral -0.1%, Rac1 GTP hydrolysis 3% and Large T inhibition 6%.

A run of entries from the list above, as a working copy:
`c1ccc2c(c1)CN1CCCC1=N2` gave Dengue-2 NS5 capping -5%, LYP phosphatase -2%, RSV antiviral HEp-2 0.3%, PhoP inhibition 3%, GPR35 arrestin U2OS -9%, West Nile antiviral 0.5%, Rac1 GTP hydrolysis 13% and Large T inhibition 21%.
Cc1ccc(C(=O)O)cc1NS(=O)(=O)c1ccc2ccccc2c1 was read as Dengue-2 NS5 capping 4%, LYP phosphatase 0%, RSV antiviral HEp-2 3.8%, PhoP inhibition -6%, GPR35 arrestin U2OS 10%, West Nile antiviral 1.9%, Rac1 GTP hydrolysis 5% and Large T inhibition 14%.
Screening O=[N+]([O-])c1cc([N+](=O)[O-])c(Oc2ccc(F)cc2)cc1NN1CCCCC1 returned Dengue-2 NS5 capping 9%, LYP phosphatase -7%, RSV antiviral HEp-2 -1.1%, PhoP inhibition -4%, GPR35 arrestin U2OS 13%, West Nile antiviral -0.3%, Rac1 GTP hydrolysis 2% and Large T inhibition 23%.
For COC(=O)CSc1ccc(S(=O)(=O)N2CCOCC2)cc1[N+](=O)[O-] the results were Dengue-2 NS5 capping -1%, LYP phosphatase -6%, RSV antiviral HEp-2 1.7%, PhoP inhibition -14%, GPR35 arrestin U2OS -6%, West Nile antiviral 0.0%, Rac1 GTP hydrolysis 7%, ER stress rescue 0.1% and Large T inhibition 5%.

Remaining list, next part:
Screening CCOC(=O)c1c(NC(=O)c2nn(CC)cc2Br)sc2c1CCCCC2 returned Dengue-2 NS5 capping -1%, LYP phosphatase 4%, RSV antiviral HEp-2 0.9%, PhoP inhibition -12%, GPR35 arrestin U2OS -6%, West Nile antiviral 2.2%, Rac1 GTP hydrolysis 5% and Large T inhibition 4%.
Screening CC(=O)Nc1ccc(S(=O)(=O)Nc2nc3ccccc3nc2-n2ccc(=NC(=O)c3ccccc3)cc2)cc1 returned LYP phosphatase -3%, PhoP inhibition -10%, GPR35 arrestin U2OS 8%, West Nile antiviral 1.2% and Large T inhibition 14%.
`CCCCOc1ccc(C2(C)CC(=O)NC2=O)cc1` (centres undefined) gave Dengue-2 NS5 capping 1%, LYP phosphatase -11%, RSV antiviral HEp-2 0.0%, PhoP inhibition -1%, GPR35 arrestin U2OS 9%, West Nile antiviral -0.1%, Rac1 GTP hydrolysis -8%, ER stress rescue 1.0% and Large T inhibition 8%.
Screening CC1=CC=CN2C1=NC(=O)CC2(C)C(=O)N(CC(=O)NC1CCCC1)Cc1ccccc1 (centres undefined) returned Dengue-2 NS5 capping 0%, LYP phosphatase -17%, RSV antiviral HEp-2 0.6%, PhoP inhibition 0%, GPR35 arrestin U2OS 9%, West Nile antiviral 0.0%, Rac1 GTP hydrolysis 3% and Large T inhibition 2%.
Screening O=C1c2[nH]nc(-c3ccccc3O)c2C(c2ccccc2)N1Cc1ccco1 (centres undefined) returned Dengue-2 NS5 capping -6%, LYP phosphatase 7%, RSV antiviral HEp-2 13%, PhoP inhibition -7%, GPR35 arrestin U2OS 4%, West Nile antiviral 0.2%, Rac1 GTP hydrolysis 4%, ER stress rescue -1.5% and Large T inhibition -5%.
Screening O=C1NC(=S)S/C1=C\c1ccc2ccccc2c1 returned Dengue-2 NS5 capping -16%, LYP phosphatase -3%, RSV antiviral HEp-2 21%, PhoP inhibition -2%, GPR35 arrestin U2OS -11%, West Nile antiviral -0.8%, Rac1 GTP hydrolysis 5% and Large T inhibition 5%.
Screening COC(=O)C(C)(N)Cc1ccc(O)cc1 (centres undefined) returned Dengue-2 NS5 capping -2%, RSV antiviral HEp-2 -0.8%, PhoP inhibition -3%, Rac1 GTP hydrolysis 8% and Large T inhibition 9%.
`CC(C(=O)Nc1ccccc1)N(c1cccc(Cl)c1)S(C)(=O)=O` (centres undefined) gave Dengue-2 NS5 capping -2%, LYP phosphatase -9%, RSV antiviral HEp-2 2.3%, PhoP inhibition -4%, GPR35 arrestin U2OS 8%, West Nile antiviral -0.7%, Rac1 GTP hydrolysis -4%, ER stress rescue -1.9% and Large T inhibition 5%.
For COC(=O)c1[nH]c2ccc(Cl)cc2c1NC(=O)c1ccccc1[N+](=O)[O-] the results were LYP phosphatase -4%, RSV antiviral HEp-2 4.5%, PhoP inhibition -9%, GPR35 arrestin U2OS 0%, West Nile antiviral -0.1%, Rac1 GTP hydrolysis -1%, ER stress rescue 2.5% and Large T inhibition 0%.

Bioassay records deposited in PubChem BioAssay by several laboratories.
